Assay outcomes from PubChem.
Tcruzi prolif: T. cruzi intracellular proliferation inhibitors, primary screen, cell-based, beta-gal Tulahuen parasites, NIH3T3 host, luminescence. T. cruzi beta-gal in NIH3T3, GalScreen luminescence, 90 h. inhibition, % at 8.34 µM. 5.9% of 77,000 active. AID 624255, 2012;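 active = mean inhibition above about 93%, with at least 55% of replicates each passing it, limit read from the data, passing the limit was not always enough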
Pf Dd2 inh: P. falciparum Dd2 growth inhibitors, primary screen, SYBR Green fluorescence, single dose replicates. 72 h; active compounds read low. activity change, % at 10 µM. 2.3% of 94,000 active; in the data active = activity change below about -80%
C diff growth: C. difficile growth inhibitors, primary screen, HTS; Clostridium difficile clinical isolate growth, OD600, 24 h; active compounds read low; growth activity, negative = inhibition, % at 16 µg/mL (by protocol); 0.25% of 86,000 active;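 active = mean growth activity at or below -80% and every replicate also at or below -80%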;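 note: 0% = DMSO wells and -100% = levofloxacin 16 µg/mL wells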
GASC1 inh: inhibitors of GASC-1 (KDM4C) histone demethylase, primary screen, biochemical, single concentration HTS; inhibition, % at 12.5 µM; GST-KDM4C 2-372, H3K9me3 peptide, LANCE TR-FRET; AID 720574, 2013; 0.15% of 96,000 active;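 active = mean replicate inhibition above about 25%, with at least 55% of replicates also reaching it, limit read from the data, passing the limit was not always enough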
Target sequence (Q9H3R0 2-372 limits assumed): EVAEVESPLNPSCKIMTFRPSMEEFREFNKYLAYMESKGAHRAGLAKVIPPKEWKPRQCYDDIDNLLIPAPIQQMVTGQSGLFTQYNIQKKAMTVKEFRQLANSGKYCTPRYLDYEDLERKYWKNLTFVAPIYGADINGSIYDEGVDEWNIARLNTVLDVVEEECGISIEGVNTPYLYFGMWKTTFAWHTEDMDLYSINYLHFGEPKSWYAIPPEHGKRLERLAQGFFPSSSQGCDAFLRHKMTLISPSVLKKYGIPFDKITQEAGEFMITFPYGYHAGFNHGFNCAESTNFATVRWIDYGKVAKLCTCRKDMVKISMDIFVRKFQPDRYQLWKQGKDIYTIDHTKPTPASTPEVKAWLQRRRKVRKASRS
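Material: N-terminal GST-fused human GASC-1 (KDM4C) fragment, residues 2-372. Input: 10 nM enzyme. Incubation: enzyme reaction 30 min, then detection 60 min, both room temperature. Doses: one test concentration per compound. Read-out basis: inhibition from TR-FRET ratio decrease. Detection: LANCE TR-FRET, excitation 340 nm, emissions 618 and 671 nm.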
Starred values were filed as active, the others as inactive; . = not tested or not shown; & = joins results of further samples. Not a hit list, and some 7% of all compounds hit somewhere here.

nr | mol | Tcruzi prolif | Pf Dd2 inh
1 | COc1ccc(NC(=O)Nc2ccc3c(c2)C(=O)N([C@@H](C)CO)C[C@H](C)[C@@H](CN(C)C(=O)C2CCCCC2)OCCCC[C@H](C)O3)cc1 | 86.4 | -63.3
2 | CNC[C@H]1Oc2ccc(NC(=O)Cn3cnnn3)cc2C(=O)N([C@H](C)CO)C[C@@H]1C | -1.1 | -4.1
3 | CCC(=O)N1CC2(CCN(Cc3ccncc3)CC2)c2c(n(C)c3cc(OC)ccc23)[C@@H]1CO | . | -21.3
4 | C[C@H](CO)N1C[C@H](C)[C@H](CN(C)C)Oc2ncc(C#CC3(O)CCCC3)cc2C1=O | 14.4 | 34.5
5 | CN1C(=O)c2cc(NC(=O)C3CCC3)ccc2OC[C@H]2O[C@@H](CC(=O)NCC3CCCCC3)CC[C@@H]21 | . | -7.9
6 | C[C@H](CO)N1C[C@H](C)[C@H](CN(C)S(=O)(=O)c2cccc(F)c2)OCc2cnnn2CCCC1=O | 15.5 | 6.3
7 | O=C(C[C@@H]1C=C[C@@H](NC(=O)Nc2ccc3c(c2)OCO3)[C@@H](CO)O1)NCc1ccccc1 | -96.2 | -6.8
8 | COc1ccc(S(=O)(=O)N(C)C[C@@H]2Oc3ccc(NC(=O)Nc4ccc5c(c4)OCO5)cc3C(=O)N([C@@H](C)CO)C[C@H]2C)cc1 | -0.8 | -31.2
9 | COCC(=O)N1[C@@H]2c3ccc(-c4ccccc4)c(=O)n3C[C@H]1[C@H](CO)[C@H]2C(=O)NCc1ccccn1 | 32.9 | .
10 | CC(C)NC(=O)Nc1ccc2c(c1)CC(=O)N([C@@H](C)CO)C[C@@H](C)[C@H](CN(C)C(=O)NC(C)C)O2 | -14.5 | -8.9
11 | C[C@@H]1CCCCO[C@H](CN(C)C(=O)c2ccccc2)[C@@H](C)CN([C@@H](C)CO)C(=O)c2cc(NC(=O)CCC(F)(F)F)ccc2O1 | -25.6 | -53.2
12 | O=C(C[C@@H]1C[C@H]2c3cc(NS(=O)(=O)c4ccc(F)cc4)ccc3O[C@H]2[C@H](CO)O1)NCc1ccccc1F | -71.4 | -11.1
13 | COc1cccc(S(=O)(=O)N[C@H]2C=C[C@H](CC(=O)NCc3ccncc3)O[C@H]2CO)c1 | . | 16.2
14 | CN1[C@@H]2Cn3c(ccc(-c4cccnc4)c3=O)[C@H]1[C@@H](C(=O)NCCc1ccccc1)[C@@H]2CO | 45.1 | .
15 | COc1ccc(CN(C)C[C@@H]2OCCCC[C@@H](C)Oc3ccc(NS(=O)(=O)c4ccccc4)cc3C(=O)N([C@H](C)CO)C[C@@H]2C)cc1 | -99.4 | -24.7

nr | C diff growth | GASC1 inh
1 | -12.2 | -0.1
2 | -0.3 | -0.8
3 | 1.0 | 0.8
4 | -5.0 | -0.1
5 | 1.3 | 0.8
6 | . | -0.6
7 | 1.1 | .
8 | -0.2 | -1.3
9 | 1.8 | -0.3
10 | -2.9 | -0.2
11 | -0.2 | 0.6
12 | -3.3 | 4.8
13 | -1.4 | -0.1
14 | . | -1.4
15 | -1.5 | 0.2

Exported as labelled records: two of the compounds above.
[10] CC(C)NC(=O)Nc1ccc2c(c1)CC(=O)N([C@@H](C)CO)C[C@@H](C)[C@H](CN(C)C(=O)NC(C)C)O2
  Tcruzi prolif: -14.5
  Pf Dd2 inh: -8.9
  C diff growth: -2.9
  GASC1 inh: -0.2
[11] C[C@@H]1CCCCO[C@H](CN(C)C(=O)c2ccccc2)[C@@H](C)CN([C@@H](C)CO)C(=O)c2cc(NC(=O)CCC(F)(F)F)ccc2O1
  Tcruzi prolif: -25.6
  Pf Dd2 inh: -53.2
  C diff growth: -0.2
  GASC1 inh: 0.6

Other records follow.
nr | mol | Tcruzi prolif | Pf Dd2 inh
16 | C[C@@H]1CN([C@@H](C)CO)C(=O)c2cccc(NC(=O)c3nc4ccccc4s3)c2O[C@H]1CN(C)S(C)(=O)=O | 18.9 | -8.7
17 | C[C@@H]1CN([C@H](C)CO)C(=O)c2cc(NC(=O)CCCN(C)C)ccc2O[C@H]1CN(C)S(=O)(=O)c1cn(C)cn1 | 27.7 | 24.1
18 | O=C(C[C@@H]1C=C[C@H](NS(=O)(=O)c2ccc(F)cc2)[C@H](CO)O1)NC1CCCCC1 | -17.5 | -9.9
19 | C[C@@H]1CN([C@@H](C)CO)C(=O)c2cc(NC(=O)NC3CCCCC3)ccc2O[C@@H]1CN(C)S(C)(=O)=O | . | 11.7
20 | CO[C@H]1CN(C)C(=O)c2ccc(NS(C)(=O)=O)cc2OC[C@@H](C)N(C)C[C@@H]1C | -35.6 | 25.5
21 | C[C@@H]1CCCCO[C@@H](CN(C)C(=O)c2ccncc2)[C@@H](C)CN([C@H](C)CO)C(=O)c2cc(NC(=O)C3CCCCC3)ccc2O1 | 47.6 | .
22 | Cc1cccc(S(=O)(=O)N[C@H]2CC[C@@H](CCNC(=O)CCN3CCCCC3)O[C@H]2CO)c1 | -12.8 | -5.2
23 | COc1cc(CN2CC3(CN(C)C3)c3c([nH]c4cc(OC)ccc34)[C@H]2CO)cc(OC)c1 | . | -6.6
24 | N#Cc1ccc(-c2ccc3c(c2)[C@@H]2[C@@H](CCN2C(=O)C2CCCCC2)[C@@H](CO)N3)cc1 | 14.3 | -5.3
25 | C[C@H](CO)N1C[C@H](C)[C@H](CN(C)Cc2ccccc2)OCCCC[C@H](C)Oc2ccc(NS(=O)(=O)c3cn(C)cn3)cc2C1=O | . | -17.3
26 | Cc1ccc(S(=O)(=O)Nc2cccc3c2O[C@@H](CN(C)S(=O)(=O)c2cccs2)[C@H](C)CN([C@H](C)CO)C3=O)cc1 | 25.7 | 4.5
27 | Cc1noc(C)c1NC(=O)N(C)C[C@H]1Oc2ccc(NC(=O)Nc3ccc4c(c3)OCO4)cc2CC(=O)N([C@@H](C)CO)C[C@@H]1C | 20.5 | -0.2
28 | C[C@@H]1CN([C@@H](C)CO)C(=O)Cc2cc(NC(=O)CCC(F)(F)F)ccc2O[C@H]1CN(C)C(=O)Nc1cccc2ccccc12 | -14.2 | -37.4
29 | CC(C)CC#Cc1cnc2c(c1)C(=O)N([C@H](C)CO)C[C@H](C)[C@H](CN(C)S(=O)(=O)c1ccccc1)O2 | 37.6&83.3 | -44.0&-37.5
30 | C[C@H]1CN([C@@H](C)CO)C(=O)Cc2cc(NC(=O)CCC(F)(F)F)ccc2O[C@H]1CN(C)S(=O)(=O)c1ccc(Cl)cc1 | -22.4 | -15.4

nr | C diff growth | GASC1 inh
16 | -3.2 | 0.6
17 | 1.0 | 1.6
18 | . | -1.2
19 | -0.9 | 2.0
20 | -0.9 | -0.4
21 | 3.4 | -0.9
22 | 1.0 | 0.0
23 | -3.8 | -0.6
24 | -18.1 | -1.4
25 | 5.5 | -0.3
26 | 4.4 | -0.9
27 | -0.6 | 2.1
28 | -9.7 | 11.6
29 | -6.3&-5.0 | 1.3
30 | 7.1 | 2.3

Further records follow:
nr | mol | Tcruzi prolif | Pf Dd2 inh
31 | CO[C@@H]1CN(C)C(=O)c2cc(NC(=O)C3CC3)ccc2OC[C@H](C)N(Cc2cccnc2)C[C@@H]1C | -34.4 | .
32 | CCCC(=O)Nc1ccc2c(c1)C(=O)N(C)C[C@@H](OC)[C@H](C)CN(Cc1cc(F)ccc1F)[C@H](C)CO2 | 68.9 | -64.1
33 | C[C@@H]1CN([C@@H](C)CO)S(=O)(=O)c2ccc(C#CCN(C)C)cc2O[C@H]1CN(C)C(=O)C1CC1 | 94.7* | 7.6
34 | Cc1ccc(S(=O)(=O)Nc2ccc3c(c2)C(=O)N([C@@H](C)CO)C[C@H](C)[C@@H](CN(C)C(=O)Nc2c(C)noc2C)O3)cc1 | 5.3 | 6.9
35 | COc1ccccc1CN1CC[C@H]2[C@H](CO)Nc3ccc(-c4cccc(F)c4)cc3[C@H]21 | 42.1 | -67.1
36 | O=C(C[C@H]1C[C@H]2c3cc(NC(=O)C4CCOCC4)ccc3O[C@H]2[C@@H](CO)O1)NCc1ccccc1F | -32.0 | 9.6
37 | C[C@H](CO)N1C[C@H](C)[C@@H](CN(C)C(=O)Nc2ccccc2)Oc2c(NC(=O)c3ccc(-c4nccs4)cc3)cccc2C1=O | -126.0 | 6.2
38 | CN(C)C(=O)C[C@H]1CC[C@H](NC(=O)Nc2cccc(F)c2)[C@H](CO)O1 | . | 9.3
39 | O=C(C[C@H]1CC[C@@H]2[C@H](COC[C@@H](O)CN2Cc2ccc(Oc3ccccc3)cc2)O1)N1CCOCC1 | 11.9 | -15.5
40 | COCC#Cc1cnc2c(c1)C(=O)N([C@@H](C)CO)C[C@@H](C)[C@@H](CN(C)C(=O)CCN1CCCCC1)O2 | 49.8 | 42.8
41 | O=C(N[C@H]1CC[C@@H](CCNS(=O)(=O)c2ccc(F)cc2)O[C@H]1CO)c1cnccn1 | -24.3 | -1.1
42 | O=C(Nc1ccc(-c2ccccc2)cc1)[C@@H]1[C@@H](CO)[C@@H]2Cn3c(cccc3=O)[C@H]1N2Cc1cncnc1 | -0.5 | -7.0
43 | C/C=C/c1ccc([C@H]2[C@@H](CO)N[C@@H]2CN(CC(C)C)C(=O)c2ccccn2)cc1 | -30.3 | -30.0
44 | CC=Cc1ccc2n(c1=O)C[C@H]1[C@H](CO)[C@@H](C(=O)NCC3CC3)[C@@H]2N1C(=O)Nc1cc(F)ccc1F (mixture of isomers) | 32.4 | 10.7
45 | COc1cccc(-c2ccc3n(c2=O)C[C@H]2[C@H](CO)[C@@H](C(=O)NC4CCCC4)[C@@H]3N2C)c1 | 1.8 | 2.6

nr | C diff growth | GASC1 inh
31 | . | 1.0
32 | . | -0.5
33 | -1.6 | 2.0
34 | -6.3 | -0.3
35 | -1.8 | -0.5
36 | -3.8 | -1.3
37 | -2.4 | 7.8
38 | 3.4 | 0.6
39 | . | 1.9
40 | 2.1 | 0.3
41 | -0.1 | -1.7
42 | -3.0 | 0.5
43 | 7.9 | 3.3
44 | -5.2 | -1.4
45 | -3.6 | -0.1

Going on with the list.
nr | mol | Tcruzi prolif | Pf Dd2 inh
46 | C[C@H](CO)N1C[C@H](C)[C@@H](CN(C)C(=O)Nc2ccccc2)Oc2c(NC(=O)Nc3cccc4ccccc34)cccc2C1=O | 85.9 | -29.5
47 | Cc1ccc(S(=O)(=O)N(C)C[C@@H]2Oc3cc(Br)ccc3S(=O)(=O)N([C@H](C)CO)C[C@H]2C)cc1 | . | -62.3
48 | COc1ccccc1C(=O)N1C[C@H]2[C@@H](c3ccccc31)[C@@H](CO)N2C(=O)Cc1cccnc1 | -3.1 | -4.2
49 | CN(C)C(=O)c1ccc(-c2ccc3c(c2)[C@@H]2[C@@H](CCN2C(=O)C2CC2)[C@H](CO)N3C)cc1 | 94.3 | -53.2
50 | COCC(=O)NC[C@@H]1[C@H](c2ccccc2)[C@H](CO)N1C(C)=O | -14.4 | -3.7
51 | O=C(Nc1ccccc1)N[C@@H]1CC[C@H](CCNS(=O)(=O)c2ccccc2F)O[C@@H]1CO | -32.8 | -1.0
52 | Cc1noc(C)c1NC(=O)N(C)C[C@@H]1Oc2ccc(NC(=O)Nc3ccc4c(c3)OCO4)cc2CC(=O)N([C@@H](C)CO)C[C@H]1C | 17.5 | -24.5
53 | C[C@H]1CN([C@@H](C)CO)C(=O)CCCn2cc(nn2)CO[C@@H]1CN(C)C(=O)c1ccc2ccn(C)c2c1 | 13.6 | -12.3
54 | C[C@@H]1CN([C@H](C)CO)C(=O)Cc2cc(NS(=O)(=O)c3cccs3)ccc2O[C@@H]1CN(C)Cc1ccncc1 | 33.0 | 0.3
55 | Cc1ccccc1-c1cnc2c(c1)C(=O)N([C@@H](C)CO)C[C@@H](C)[C@@H](CN(C)Cc1ccncc1)O2 | 25.6 | -43.6
56 | CCCc1cn(CC[C@H]2CC[C@H](NC(=O)Nc3ccccc3F)[C@@H](CO)O2)nn1 | 74.5 | -72.6
57 | C[C@@H]1CN([C@@H](C)CO)C(=O)CCCn2nncc2CO[C@@H]1CN(C)C(=O)CCC(F)(F)F | -9.1&28.4 | 17.1&-0.6
58 | CCS(=O)(=O)Nc1ccc2c(c1)C(=O)N(C)[C@H]1CC[C@H](CC(=O)N3CCOCC3)O[C@H]1CO2 | 17.5 | 7.4
59 | CC(C)CC#Cc1ccc2c(c1)O[C@H](CN(C)C(=O)C1CCOCC1)[C@H](C)CN([C@H](C)CO)S2(=O)=O | 83.6 | -11.5
60 | O=C(O)C[C@@H]1C=C[C@H](NC(=O)c2ccccc2F)[C@H](CO)O1 | -23.2 | 19.6

nr | C diff growth | GASC1 inh
46 | 5.1 | -0.4
47 | 1.9 | -1.1
48 | 3.5 | 1.5
49 | -6.0 | -0.4
50 | 9.9 | -0.3
51 | -2.2 | -2.4
52 | -2.2 | 1.3
53 | 4.1 | 0.0
54 | -0.3 | -1.0
55 | 1.0 | 1.6
56 | . | 0.5
57 | -1.5 | -1.1
58 | -3.4 | -0.3
59 | 10.6 | -0.2
60 | . | 0.0
